EPAC2 antagonist = qHTS for Antagonist of cAMP-regulated guanine nucleotide exchange factor 2 (EPAC2): primary screen. hit rate 0.18% among 360,000. EPAC2 GEF exchange of Rap1B-BODIPY-GDP, fluorescence. Potency, µM (titrated, usually from 114 µM), for the others: top-dose activity, negative = inhibition, hits mostly inhibitors. Rap guanine nucleotide exchange factor 4 (Homo sapiens), Q8WZA2; note: potency is the fitted concentration of half-maximal effect; % is set by controls: 0 for no effect and ±100 for the full control effect; nearly all actives have a fitted effect of over 45% in size; many of its hits are not listed in these tables
Target sequence (Q8WZA2 whole entry, looked up): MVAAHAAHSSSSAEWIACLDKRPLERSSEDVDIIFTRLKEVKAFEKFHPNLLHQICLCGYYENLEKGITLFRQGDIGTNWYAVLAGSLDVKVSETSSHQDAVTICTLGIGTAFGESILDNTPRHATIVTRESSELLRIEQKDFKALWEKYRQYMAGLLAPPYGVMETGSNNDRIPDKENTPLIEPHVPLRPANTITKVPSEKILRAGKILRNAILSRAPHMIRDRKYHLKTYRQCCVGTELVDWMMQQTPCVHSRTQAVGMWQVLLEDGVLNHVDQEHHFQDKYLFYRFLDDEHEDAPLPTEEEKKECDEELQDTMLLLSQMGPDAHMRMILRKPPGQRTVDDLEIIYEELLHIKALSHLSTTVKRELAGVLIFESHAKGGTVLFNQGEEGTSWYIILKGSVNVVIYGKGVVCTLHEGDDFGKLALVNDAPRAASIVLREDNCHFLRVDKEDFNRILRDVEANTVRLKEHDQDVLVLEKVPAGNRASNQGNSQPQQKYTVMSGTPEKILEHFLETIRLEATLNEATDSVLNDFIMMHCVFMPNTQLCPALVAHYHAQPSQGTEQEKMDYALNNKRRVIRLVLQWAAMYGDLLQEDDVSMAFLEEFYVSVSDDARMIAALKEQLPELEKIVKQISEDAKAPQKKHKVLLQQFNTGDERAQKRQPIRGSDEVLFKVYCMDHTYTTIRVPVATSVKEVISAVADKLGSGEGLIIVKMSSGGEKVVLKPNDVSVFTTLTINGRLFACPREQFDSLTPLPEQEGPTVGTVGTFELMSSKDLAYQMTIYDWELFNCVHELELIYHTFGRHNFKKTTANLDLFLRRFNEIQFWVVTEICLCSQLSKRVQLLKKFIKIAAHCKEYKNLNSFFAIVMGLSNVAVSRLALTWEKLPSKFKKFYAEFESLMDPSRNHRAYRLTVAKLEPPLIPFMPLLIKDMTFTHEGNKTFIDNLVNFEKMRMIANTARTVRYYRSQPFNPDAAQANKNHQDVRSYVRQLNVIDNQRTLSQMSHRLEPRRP
EPAC2 ag = qHTS for Agonist of cAMP-regulated guanine nucleotide exchange factor 4 (EPAC2): primary screen. EPAC2 activation, biochemical qHTS; response scale: 100% = 6.5 mM cAMP response. Potency, µM (highest dose often 154 µM), for the others: top-dose activation, usual class: activators. hit rate 0.079% among 360,000. AID 720711, 2013; note: potency is the fitted concentration of half-maximal effect; nearly all actives have a fitted effect of over 50% in size
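Fluorescence exchange assay: 100 nM EPAC2 with 250 nM RAP1B-BODIPY-GDP and 50 uM GDP; compounds tested as a concentration-titration series (qHTS). Loss of Rap1-bound BODIPY-GDP fluorescence read at 480/540 nm; data normalized to 6.5 mM cAMP.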
TDP43 rescue = qHTS of TDP-43 Inhibitors; AID 652104, 2013; TDP-43 expressing yeast growth rescue, BacTiter-Glo, 24 h; Potency, µM (series often up to 46.1 µM), inactives show at the highest dose growth rescue (activation), most hits filed as activators; hit rate 1.8% among 410,000; note: potency is the fitted concentration of half-maximal effect; % of control where 0% means no effect; nearly all actives have a fitted effect of over 50% in size
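Luminescence from BacTiter-Glo reports growth of TDP-43-expressing yeast after 24 hr at 30 deg C with compound. Cells were raffinose-pregrown to mid-log, then seeded in galactose medium at OD600=0.02.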
aSyn rescue = qHTS of alpha-syn Inhibitors; Yeast expressing alpha-synuclein, growth rescue, BacTiter-Glo, 24 h; Potency, µM (titrated, usually from 46.1 µM), for inactives: at the top dose growth rescue (activation), most hits filed as activators; hit rate 0.14% among 370,000; AID 652106, 2013; note: potency is the fitted concentration of half-maximal effect; % of control where 0% means no effect; nearly all actives have a fitted effect of over 65% in size
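Readout is rescue of growth in alpha-synuclein-expressing yeast, so inhibitors of toxicity appear as activators. Growth after 24 hr at 30 deg C in galactose medium is quantified by luminescence.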
FUS suppressor = qHTS for Suppressors of FUS Proteinopathy: Primary screen using FUS-linked yeast assay. S. cerevisiae FUS-expressing, growth rescue, OD600, 24 h. hit rate 0.24% among 390,000. Potency, µM (highest dose often 76.6 µM), inactives show at the top dose growth rescue (activation), usual class: activators;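 note: potency is the fitted concentration of half-maximal effect; plate controls were DMSO vehicle for no effect and reference control for full effect; nearly all actives have a fitted effect of over 55% in size; some results filed as inactive show a strong effect at the top dose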
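Quantitative HTS measuring growth restoration of FUS-toxic yeast. Galactose-induced cells (OD 0.005) were exposed 24hr at 30C to compounds at several concentrations, then absorbance at 600 nm was recorded.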
Abeta rescue = qHTS for compounds that reverse cellular toxicity of Amyloid beta (A-beta) peptide in yeast: Primary Screen. yeast expressing A-beta42, growth rescue, OD600, 48 h; response scale: 0% DMSO, 100% iron-clioquinol control. Potency, µM (titrated, usually from 46.1 µM), for the others: at the top dose growth rescue, actives largely listed as activators. hit rate 0.063% among 410,000. AID 1347071, 2019; note: potency is the fitted concentration of half-maximal effect; nearly all actives have a fitted effect of over 55% in size
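Growth rescue measured by 600 nm absorbance after 48 h yeast culture at 30 C with compound. Values normalized between DMSO and an equimolar ferric chloride plus clioquinol control.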
D3 ag = qHTS of D3 Dopamine Receptor Agonist: qHTS | D(3) dopamine receptor (Homo sapiens), P35462 | D3R DiscoveRx beta-arrestin cells, luminescence, 90 min | max activation, % | hit rate 0.58% among 410,000; in the data active = max activation above about 30%; note: 0% is about no effect; mostly tested at two doses, the higher about 12 µM
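Agonist-mode cell screen: cells plated at 1500/well and incubated overnight at 37 °C, then exposed to library compounds for 90 min at 37 °C. Detection reagent was added for 30–60 min at room temperature, and luminescence was read.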
D3 antag = qHTS of D3 Dopamine Receptor Antagonist: qHTS | D(3) dopamine receptor (Homo sapiens), P35462 | D3R cells, DiscoveRx beta-arrestin luminescence, antagonist mode; stronger effect = lower value | max response, negative = inhibition, % | hit rate 2.5% among 360,000; in the data active = max response below about -50%; inconclusive = no clear call, values can overlap the other calls; note: % is set by controls: 0 for no effect and ±100 for the full control effect; mostly tested at two doses, the higher about 12 µM
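Cells expressing the human receptor were seeded at 1500 cells/well, incubated overnight at 37 degrees C in 5% CO2, then exposed to library compounds with dopamine controls for 90 minutes at 37 degrees C before luminescent detection.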
* = called active by the depositor; ? = inconclusive; nt = no result given; [ ] = remark or other dose. Unless noted, calls come from the whole dose curve; as a rule, active = well fitted curve in the direction sought with a large enough effect; inconclusive = small, poorly fitted or top-dose-only effect, or another doubt; inactive = no such curve, though single readings can be large; an effect the other way counts as inactive or inconclusive. An excerpt, so the mix of outcomes need not match the whole.

SMILES | EPAC2 antagonist | EPAC2 ag | TDP43 rescue | aSyn rescue | FUS suppressor | Abeta rescue | D3 ag | D3 antag
COC(=O)c1[nH]c2c(c1C)C(=O)CC(c1ccc(OC)cc1)C2 (stereo unspecified) | -2% | -5% | 8% | 0% | 12% | -5% | 3 | 6
COC(=O)CSc1nc(C)c(C(=O)Nc2ccccc2C)c(-c2ccc(Cl)cc2)c1C#N | 2% | 9% | 9% | 3% | 10% | 1% | -5 | 22
Cc1c(CCNC(=O)c2c(F)cccc2F)sc2nc(-c3ccc(F)cc3)nn12 | nt | nt | 24% | nt | 2% | 1% | -5 | nt
CCOc1ccc(CCNC(=O)c2ccc(CS(=O)(=O)c3ccccc3C)o2)cc1OCC | nt | nt | 10% | nt | 35% | -9% | 0 | nt
O=c1c(-n2cncn2)c[nH]n1-c1cccc(Cl)n1 | 0% | 6% | -20% | -8% | 13% | 5% | -1 | 0
CCCOc1ccc(NC(=O)CC2C(=O)N(c3ccc(OC)cc3)C(=O)N2CCc2ccncc2)cc1 (stereo unspecified) | nt | nt | 4% | nt | 18% | 0% | 1 | nt
CCCCNC(=O)C[C@@H]1C[C@@]2(C(=O)OCC)CCCC=C2N(Cc2ccc3c(c2)OCO3)C1=O | -12% | 2% | 9% | 3% | 11% | 0% | 4 | 15
COc1ccc(N(CC(=O)Nc2ccc(C(N)=O)cc2)S(=O)(=O)c2ccc(C)c([N+](=O)[O-])c2)cc1 | -1% | -7% | 16% | -3% | -19% | -1% | 2 | -10
Cc1ccc(C(=O)COC(=O)COc2ccccc2O)cc1C | 12% | -7% | 21% | 11% | 13% | 7% | 3 | 13
COc1cccc(NC(=O)CN(C)C(=O)c2ccccc2OCc2c(C)noc2C)c1 | 3% | 7% | -1% | -5% | 4% | 1% | -3 | 0
COc1ccc(C(=O)Nc2nonc2-c2ccc(OC)c(OC)c2)cc1Cl | nt | nt | 0% | nt | 4% | 0% | -26 | nt
OCCNc1nc2ccc(Cl)cc2[nH]1 | 7% | 0% | -12% | -12% | -1% | 16% | 3 | 9
CN(Cc1cccc(F)c1)C(=O)c1ccc2c(=O)n3c(nc2c1)CCC3 | 4% | 5% | 7% | 0% | -9% | 8% | 2 | 9
CCn1nc(C)c(CN2CCC(C(=O)Nc3cccc(-c4cccc(Cl)c4)c3)CC2)c1C | 7% | 9% | -4% | -7% | 3% | -11% | 9 | -21
Cc1ccc(NC(=O)Nc2c[nH]c(=O)[nH]c2=O)c(Cl)c1 | nt | nt | 0% | nt | -5% | -7% | -2 | nt
O=C(Nc1nc2c(s1)CCCC2)c1cc(-c2ccccc2)nc2ccccc12 | -1% | -1% | 13% | 13% | nt | 7% | -8 | -81*
O=C(Cn1nc(C(=O)O)c2ccccc2c1=O)NCC1CCCO1 (stereo unspecified) | -3% | 10% | -14% | 2% | 22% | -7% | -3 | -2
COc1ccc(Cn2c(C)nc3oc4cc(OC)ccc4c(=O)c3c2=O)cc1 | 33%[activator] | -1% | -28% | 1% | 19% | -10% | -1 | ?
CSc1cccc(NC(=O)CCCOc2cc(=O)n(C)c3ccccc23)c1 | 10% | 4% | -26% | 3% | 2% | -19% | -12 | 10
O=C(O)c1cc2ccccc2c(=O)s1 | 2% | 11% | -5% | -4% | 1% | -9% | -3 | ?
O=C(CN1C(=O)NC2(CCCc3ccccc32)C1=O)Nc1cc(F)ccc1F (stereo unspecified) | 5% | 4% | -2% | 5% | ? | -4% | 4 | 16
CCCS(=O)(=O)NCCc1cc2c(C)ccc(C)c2[nH]c1=O | 4% | ? | 4.5µM* | 2% | 1% | -9% | -6 | -5
Cc1ccsc1/C=C1\Oc2cc(OCC(=O)c3ccccc3)ccc2C1=O | 16% | 10% | -4% | -1% | 6% | 14% | 7 | 21
COc1ccc(S(=O)(=O)Cc2ccc(C(=O)N3CCN(C4CCCCC4)CC3)o2)cc1 | -7% | -1% | 25% | 4% | 13% | 3% | -11 | 8
O=C(CC(SCCO)c1ccc2c(c1)OCO2)c1cccs1 (stereo unspecified) | 1% | 8% | -4% | 6% | 15% | 11% | -9 | -11
CCOP(=O)(OCC)c1ccc2ccc3ccccc3c(=O)c2c1 | ? | -1% | nt | nt | 17% | -10% | nt | nt
O=C(COC(=O)c1ccco1)NCc1ccccc1Cl | 10% | -1% | 1% | -7% | 2% | -6% | 5 | 5
O=C(NCc1cccs1)C1CCN(S(=O)(=O)c2cccc([N+](=O)[O-])c2)CC1 | -6% | 8% | -13% | 2% | -3% | 6% | 5 | -9
CC1=C(c2ccc(C)cc2)S(=O)(=O)NC1=NCCCN1CCN(c2ccccc2F)CC1 | nt | nt | 13% | nt | 14% | -6% | -1 | nt
COc1ccccc1Oc1ccc(NC(=O)c2ccccc2C)cc1 | 7% | 0% | 6% | 3% | -29% | 5% | 2 | 11
CCn1c(=O)c2sccc2n2c(CCCC(=O)NC3CCN(Cc4ccccc4)CC3)nnc12 | 0% | 0% | -7% | -1% | 19% | 7% | -5 | 3
COc1ccccc1-n1ccnc(SCC(=O)NC2CCCCC2)c1=O | 23% | 3% | -11% | 1% | 2% | -3% | -12 | 6
CCCS(=O)(=O)NC(=O)C1(C)CCCN(C(=O)Cc2ccc3ccccc3c2)C1 (stereo unspecified) | 8% | 7% | 11% | -1% | 5% | -2% | 8 | 19
Cc1ccc(CC2(O)CC(C)N(C)CC2C)c(C)c1 (stereo unspecified) | -3% | 12% | 2% | -5% | 24% | 17% | -1 | -28
CCCCC(=O)N(C)c1c(CC)nc2c(OCc3ccc(C(F)(F)F)cc3)cccn12 | 20µM* | 0% | 1% | -2% | 24% | 16% | -11 | -15
COc1cccc(CNCCSc2nnnn2-c2ccccc2)c1OC | nt | nt | 2%[9.22 µM] | nt | -24% | 3% | -18 | nt
CC/C(=N/Nc1cccc(C)c1)c1cnnc(SC)n1 | 10% | 11% | 7% | -11% | nt | 2% | 3 | 9
Cc1ccc(S(=O)(=O)N2CCCC2C(=O)N(C)Cc2cccs2)cc1 (stereo unspecified) | 8%[57.1 µM] | 2% | 12% | -2% | 6% | ? | 1 | 24
COc1ccc(Br)cc1/C=N/Nc1ccccn1 | -20% | 21% | 12% | -2% | -6% | -3% | -13 | -13
COc1ccc(Cn2ccc3nc(C)c(C(=O)NCc4cccc(OC)c4)cc3c2=O)cc1 | nt | nt | 21% | nt | 26% | 11% | 10 | nt

Whole records, looked up by structure. Order of values: EPAC2 antagonist	EPAC2 ag	TDP43 rescue	aSyn rescue	FUS suppressor	Abeta rescue	D3 ag	D3 antag
CCCS(=O)(=O)NC(=O)C1(C)CCCN(C(=O)Cc2ccc3ccccc3c2)C1 (stereo unspecified) as listed: 8%	7%	11%	-1%	5%	-2%	8	19
CCn1c(=O)c2sccc2n2c(CCCC(=O)NC3CCN(Cc4ccccc4)CC3)nnc12 as listed: 0%	0%	-7%	-1%	19%	7%	-5	3
O=C(NCc1cccs1)C1CCN(S(=O)(=O)c2cccc([N+](=O)[O-])c2)CC1 as listed: -6%	8%	-13%	2%	-3%	6%	5	-9
COc1ccc(S(=O)(=O)Cc2ccc(C(=O)N3CCN(C4CCCCC4)CC3)o2)cc1 as listed: -7%	-1%	25%	4%	13%	3%	-11	8

Arranged by length of the SMILES (lowest first): 4 of the compounds above.
SMILES | EPAC2 antagonist | EPAC2 ag | TDP43 rescue | aSyn rescue | FUS suppressor | Abeta rescue | D3 ag | D3 antag
O=C(CC(SCCO)c1ccc2c(c1)OCO2)c1cccs1 (stereo unspecified) | 1% | 8% | -4% | 6% | 15% | 11% | -9 | -11
CCOP(=O)(OCC)c1ccc2ccc3ccccc3c(=O)c2c1 | ? | -1% | nt | nt | 17% | -10% | nt | nt
COc1ccc(Cn2ccc3nc(C)c(C(=O)NCc4cccc(OC)c4)cc3c2=O)cc1 | nt | nt | 21% | nt | 26% | 11% | 10 | nt
CC1=C(c2ccc(C)cc2)S(=O)(=O)NC1=NCCCN1CCN(c2ccccc2F)CC1 | nt | nt | 13% | nt | 14% | -6% | -1 | nt

Other results
SMILES | EPAC2 antagonist | EPAC2 ag | TDP43 rescue | aSyn rescue | FUS suppressor | Abeta rescue | D3 ag | D3 antag
CC(=O)N1CCC(=NNc2ccc(S(=O)(=O)N3CCOCC3)cc2[N+](=O)[O-])CC1 | -1% | -1% | -3% | -3% | nt | 0% | 2 | -24
COc1ccc(-c2noc(CN3CCCCC3c3nccn3C)n2)cc1 (stereo unspecified) | -2% | 8% | -1% | -6% | 1% | 4% | -6 | -10
COC(=O)c1ccc(C(=O)Nc2cc(Cl)ccc2Cl)cc1NC(=O)c1ccccc1C | -5% | 6% | -7% | 1% | 35% | 13% | 7 | 18
CC1CCN(CCNC(=S)Nc2ccc(Cl)cc2)CC1 | 14% | 9% | 10% | 0% | 4% | 0% | -29 | ?
CC(=O)Nc1cc(C(F)(F)F)ccc1OCCOc1ccccc1 | -8% | 12% | 13µM* | -3% | 33% | -4% | 0 | 2
CC(C)CC(=O)Nc1ccc(Oc2ccc3c(c2)C(=O)NC3=O)cc1 | -2% | 1% | 4% | 3% | -21% | -4% | -2 | -14
O=C(NCC(=O)N1CCN(c2ncc(C(F)(F)F)cc2Cl)CC1)c1ccc(Br)o1 | -11% | 2% | ? | 3% | 20% | -8% | 5 | 10
CC1CCCCN1C(=O)c1ccc(C(=O)N2CCCCC2C)cc1 (stereo unspecified) | 19% | 5% | -17% | -3% | 33% | -14% | -1 | -21
CCOC(=O)[C@H]1[C@H]2COc3ccc(OC)cc3[C@@H]2N2C(=O)c3cc(F)c(F)cc3NC(=O)[C@@]12C | -16% | 6% | 8% | -5% | 13% | 1% | 2 | -6
